# RGS4 inhibitor = Inhibitors of Regulator of G Protein Signaling (RGS) 4: qHTS; Transcreener GDP fluorescence polarization, RGS4-accelerated GTP hydrolysis; Regulator of G-protein signaling 4 (Homo sapiens), P49798; AID 504845, 2011; hit rate 0.039% among 390,000; Potency, µM (top dose mostly 114 µM), without a hit: at the highest dose activity change, negative = inhibition, hits mostly inhibitors; also: % is scaled to controls: 0 for no effect and ±100 for the full control effect; nearly all actives have a fitted effect of over 75% in size; some results filed as inactive show a strong effect at the top dose
# Target sequence (P49798 whole entry, looked up): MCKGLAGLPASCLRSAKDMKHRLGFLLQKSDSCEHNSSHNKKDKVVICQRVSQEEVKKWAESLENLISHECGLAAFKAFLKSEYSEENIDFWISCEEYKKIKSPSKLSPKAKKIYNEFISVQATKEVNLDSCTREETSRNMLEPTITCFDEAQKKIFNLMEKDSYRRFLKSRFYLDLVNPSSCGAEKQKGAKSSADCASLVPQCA
#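 MLSMR compounds (23 nl, pin-transferred) preincubated 10 min at room temperature with a 500nM (2x) first reagent, then RGS4 at 900nM (2x) plus Transcreener GDP mix added; fluorescence polarization (620/688 nm) read before and after 90 min at 30 °C.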
# ALOX12 inh = Primary qHTS assay for inhibitors of human arachidonate 12S-lipoxygenase (ALOX12): Round 2; Potency, µM (titrated, usually from 108 µM), for inactives: top-dose activity change, negative = inhibition, hits mostly inhibitors; hit rate 1.1% among 580,000; Polyunsaturated fatty acid lipoxygenase ALOX12 (Homo sapiens), P18054; purified 12hLO, xylenol orange hydroperoxide absorbance; also: % is scaled to controls: 0 for no effect and ±100 for the full control effect
#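 Purified human 12hLO at 150 nM in 25 mM Hepes, 0.01% Triton X-100, pH 7.0, preincubated 15 min at room temperature with compound. Reaction started with 40 uM arachidonic acid, 30 min at room temperature. Hydroperoxide measured by Fe-xylenol orange, 573/405 nm absorbance ratio.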
# TrxR1 inh = qHTS Assay for Inhibitors of Mammalian Selenoprotein Thioredoxin Reductase 1 (TrxR1): qHTS | AID 588453, 2011 | Thioredoxin reductase 1, cytoplasmic (Rattus norvegicus), O89049 | recombinant rTrxR1, NADPH fluorescence consumption, selenite substrate | Potency, µM (top dose mostly 114 µM), for inactives: at the top dose activity change, negative = inhibition, usual class: inhibitors | hit rate 1% among 390,000; also: % is scaled to controls: 0 for no effect and ±100 for the full control effect; nearly all actives have a fitted effect of over 65% in size
#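 Rat TrxR1 (90 nM in the dispensed reagent) was pre-reduced with 400 uM NADPH for 5 min at room temperature, then incubated with compound for 15 min. After 400 uM selenite was added, NADPH fluorescence (Ex 340/Em 450 nm) was followed for 8 min.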
# JMJD2A Tudor = qHTS Assay for Inhibitors of JMJD2A-Tudor Domain. Lysine-specific demethylase 4A (Homo sapiens), O75164. AlphaScreen JMJD2A-Tudor / H3K4me3 peptide binding. Potency, µM (titrated, usually from 114 µM), for inactives: top-dose activity change, negative = inhibition, actives largely listed as inhibitors. hit rate 4.4% among 390,000; also: % is scaled to controls: 0 for no effect and ±100 for the full control effect; nearly all actives have a fitted effect of over 50% in size
# GLS inhibitor = qHTS for Inhibitors of Glutaminase (GLS); Glutaminase kidney isoform, mitochondrial (Homo sapiens), O94925; GLS enzymatic activity, qHTS titration; Potency, µM (highest dose often 45.5 µM), without a hit: at the top dose activity change, negative = inhibition, most hits filed as inhibitors; hit rate 0.21% among 410,000; AID 624170, 2012; also: % is scaled to controls: 0 for no effect and ±100 for the full control effect
# Target sequence (O94925 whole entry, looked up, canonical isoform): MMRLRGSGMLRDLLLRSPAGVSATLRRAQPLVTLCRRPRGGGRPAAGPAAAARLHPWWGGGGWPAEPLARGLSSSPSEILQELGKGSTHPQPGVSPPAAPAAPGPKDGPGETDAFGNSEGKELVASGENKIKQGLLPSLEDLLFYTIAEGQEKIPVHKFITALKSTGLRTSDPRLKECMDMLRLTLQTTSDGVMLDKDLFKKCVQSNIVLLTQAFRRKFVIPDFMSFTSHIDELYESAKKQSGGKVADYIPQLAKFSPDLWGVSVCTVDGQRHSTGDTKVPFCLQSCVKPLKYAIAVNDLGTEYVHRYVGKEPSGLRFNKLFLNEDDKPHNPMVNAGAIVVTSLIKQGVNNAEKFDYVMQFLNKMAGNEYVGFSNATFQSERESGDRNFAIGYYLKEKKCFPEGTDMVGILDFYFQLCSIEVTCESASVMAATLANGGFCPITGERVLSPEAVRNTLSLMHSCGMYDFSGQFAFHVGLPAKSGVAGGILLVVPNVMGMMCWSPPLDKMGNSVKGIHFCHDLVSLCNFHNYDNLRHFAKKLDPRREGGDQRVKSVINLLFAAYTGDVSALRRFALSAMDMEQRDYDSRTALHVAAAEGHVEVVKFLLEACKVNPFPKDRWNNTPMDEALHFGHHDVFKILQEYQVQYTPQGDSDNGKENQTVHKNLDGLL
#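 Human kidney-isoform GLS in 45 mM KH2PO4 pH 8.2, 0.02% Tween-20, with compound, started with 1mM L-Glutamine (added stock). Glutamate oxidase/HRP/Amplex red coupled fluorescence read at start and after 30 min at RT.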
# HP1b binding inh = HTS for Inhibitors of HP1-beta Chromodomain Interactions with Methylated Histone Tails. AID 540317, 2011. Potency, µM (highest dose often 114 µM), without a hit: at the top dose activity change, negative = inhibition, most hits filed as inhibitors. hit rate 0.56% among 390,000. AlphaScreen HP1-beta / biotin-H3K9me3 peptide binding; also: nearly all actives have a fitted effect of over 70% in size; inactives centre near 23
#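 Compound inhibition of the preformed complex between 50 nM HP1-beta and 50 nM biotinylated H3K9me3 peptide was read by AlphaScreen. Buffer was PBS pH 7.4 with 0.01% Tween-20. Incubations ran 30 min at room temperature, with 10 ug/mL donor/acceptor beads.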
# Pin1 inh = qHTS Assay to Find Inhibitors of Pin1; hit rate 0.009% among 390,000; Potency, µM (top dose mostly 115 µM), without a hit: at the top dose activity, negative = inhibition, actives largely listed as inhibitors; Pin1 FP peptide displacement, HiFluor488, 10 min; active = well fitted inhibition curve with a large enough effect in the polarisation, with a control signal flat, not every such curve was filed as active; inconclusive = small, poorly fitted or top-dose-only effect, or effect the other way, or a change in a side signal; inactive = no such curve, though single readings can be large or run the other way; the % refers to the polarisation; also: % is scaled to controls: 0 for no effect and ±100 for the full control effect
# Target sequence (Q13526 whole entry, looked up): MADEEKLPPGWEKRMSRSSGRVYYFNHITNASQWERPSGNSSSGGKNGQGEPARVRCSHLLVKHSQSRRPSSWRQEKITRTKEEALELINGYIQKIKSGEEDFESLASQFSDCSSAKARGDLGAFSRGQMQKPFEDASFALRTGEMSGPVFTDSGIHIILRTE
# PGK inhibitor = qHTS Assay to Find Inhibitors of Phosphoglycerate Kinase | Phosphoglycerate kinase, glycosomal (Trypanosoma brucei brucei), P07378 | PGK/GAPDH coupled, Kinase-Glo luminescence, 60 min | Potency, µM (titrated, usually from 57.5 µM), for inactives: top-dose activity change, negative = inhibition, hits mostly inhibitors | hit rate 0.043% among 380,000 | AID 602233, 2012; also: % is scaled to controls: 0 for no effect and ±100 for the full control effect; nearly all actives have a fitted effect of over 60% in size
#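 Luminescent ATP detection (Kinase-Glo Plus) follows a 60-minute room-temperature incubation, with wells lacking PGK as controls. Buffer: 100 mM TEA (pH 7.6), 5 mM MgCl2, 0.01% Tween-20. Coupling enzyme GAPDH (100 nM final) supplies unstable 1,3-BPG in-well.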
# ERG-DNA inh = qHTS for Small Molecule Inhibitors of the ERG Ets/DNA interaction; Potency, µM (series often up to 76.9 µM), for inactives: at the top dose FP activity, negative = inhibition, hits mostly inhibitors; fluorescence polarization, His-ERG Ets domain / labelled DNA; hit rate 0.028% among 370,000; AID 624246, 2012; Transcriptional regulator ERG (Homo sapiens), P11308; active = well fitted inhibition curve with a large enough effect in the polarisation, with a control signal flat; inconclusive = small, poorly fitted or top-dose-only effect, or effect the other way, or a change in a side signal; inactive = no such curve, though single readings can be large or run the other way; the % refers to the polarisation;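 also: polarization taken with two DNA probes labelled with fluorescein and Texas red; % of control where 0% means no effect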
#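 His-tagged ERG Ets domain (1 uM in the protein solution; 300mM KCl, 50mM Tris-HCl, 1mM EDTA, 1mM DTT, pH 7.5) received compound, then a probe mix of 5 nM fluorescein-DNA and 100nM Texas-615-DNA. Fluorescence polarization was read for both dyes.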
# Numbers without * were called inactive; i = inactive; ? = inconclusive; / = no result given; & = joins results of further samples; [ ] = another dose, or the depositor's remark. Unless noted, calls follow the shape of the dose curve; as a rule, active = well fitted curve in the direction sought with a large enough effect; inconclusive = small, poorly fitted or top-dose-only effect, or another doubt; inactive = no such curve, though single readings can be large; an effect the other way counts as inactive or inconclusive. Potency is read from the fitted curve at half-maximal effect.
SMILES,RGS4 inhibitor,ALOX12 inh,TrxR1 inh,JMJD2A Tudor,GLS inhibitor,HP1b binding inh,Pin1 inh,PGK inhibitor,ERG-DNA inh
NC(C(=O)O)C1ON=C(Cl)C1O (stereo not given),1%,?,9%[11.4 µM],79µM*,-10%,44%[activator],-3%,-5%,2%
COc1cc2c(cc1Cl)/C(=C\CCN(C)C)c1ccccc1S2,10%,?,-27%,?,16%,?,-6%,i,1%
CCCNC1(C(N)=O)CCN(Cc2ccccc2)CC1,17%,-1%,16%,-10%,-13%,10%,0%,-4%,4%
CCC1(CC)Nc2ccccc2C(=O)N1c1ccc(OC)cc1,1%,122%[activator],40%[activator],-7%,1%,34%,0%,-4%,12%
NS(=O)(=O)c1ccc2nc(NC(=O)Nc3ccc(F)cc3)sc2c1,7%,-21%,1%,-16%,0%,3%,?,-2%,25%
CCOc1ccc2oc(C(=O)NCc3ccccc3CN3CCCC3)c(C)c2c1,-1%,390%[activator],24%,-29%,-1%,9%,0%,i,12%
COc1ccc(N(CC(=O)N2CCN(Cc3ccccc3)CC2)S(C)(=O)=O)cc1,-53%,15%,1%,-17%,-9%,17%,-7%,-3%,5%
COc1ccc2cc(C(=O)OC(C)C)sc(=O)c2c1OC,-5%,24%,13%[57.1 µM],-11%,0%,41%,-2%,-6%,-5%
CN=c1sc2c(n1C)C(=O)c1ccccc1C2=O,-49%,0%,?,?,3%,?,-6%,0%,/
CCCc1[nH]n(-c2nc3ccccc3s2)c(=O)c1C=NCC(C)C,-22%,283%[activator],-10%,?,-2%,31%,-8%,-19%,-3%
c1ccc(NC(c2ccccc2)c2ccncc2)cc1 (stereo not given),-35%,?,22%[57.1 µM],-10%,-5%,57%[activator],-4%,-5%,15%
CCn1c(O)c(C2=NCCCC2)c2ccccc21,17%,?,12%[57.1 µM],?,16%,?,0%,-4%,-1%
Cc1ccc(C(C(=O)NC2CCCC2)N2CCc3ccccc32)cc1 (stereo not given),2%,?,27%,-8%,-1%,42%[activator],-9%,-2%,-1%
Cc1cccc(C(=O)OCC(=O)N2CCCCCC2)c1C,-15%,-28%,15%,-8%,-10%,32%,-6%,-3%,0%
CCC1CC=CC2C1C(=O)N(Cc1ccccc1)C2c1ccc2ccccc2c1 (stereo not given),8%,/,-4%,-4%,/,41%[activator],1%,/,/

# Random excerpt: 2 entries already listed
SMILES,RGS4 inhibitor,ALOX12 inh,TrxR1 inh,JMJD2A Tudor,GLS inhibitor,HP1b binding inh,Pin1 inh,PGK inhibitor,ERG-DNA inh
CCOc1ccc2oc(C(=O)NCc3ccccc3CN3CCCC3)c(C)c2c1,-1%,390%[activator],24%,-29%,-1%,9%,0%,i,12%
CCC1(CC)Nc2ccccc2C(=O)N1c1ccc(OC)cc1,1%,122%[activator],40%[activator],-7%,1%,34%,0%,-4%,12%

# More records follow:
SMILES,RGS4 inhibitor,ALOX12 inh,TrxR1 inh,JMJD2A Tudor,GLS inhibitor,HP1b binding inh,Pin1 inh,PGK inhibitor,ERG-DNA inh
CCn1nnnc1SCC(=O)NCc1ccc2c(c1)OCO2,8%,61%[activator],10%,-14%,5%,40%[activator],-1%,0%,0%
CC(=O)COc1ccc2c(-c3cccc([N+](=O)[O-])c3)cc(=O)oc2c1,-1%,-15%,18%,-19%,-3%,36%,-1%,-2%,-2%
Cc1cccc(C(=O)NNC(=O)c2ccc(-c3ccccc3)cc2)c1,5%,10%,18%[57.1 µM],?,1%,11%,25%,-3%,7%
Cc1ccc(NC(=O)CSc2ncc3c(n2)-c2ccccc2N(Cc2cccc(F)c2)S3(=O)=O)cc1F,15%,-1%,12%[57.1 µM],-12%,-10%,18%,9%,i,-1%
CC(C)(C)NC(=S)NCC1CC1,-2%,-33%,-27%,7%,4%,46%[activator],3%,-6%,8%
C[C@]12C=CC(=O)C=C1CC[C@@H]1[C@@H]2C(=O)C[C@@]2(C)[C@H]1CC[C@]2(O)C(=O)CO,33%&-7%,16%,7%&10%,-7%&-5%,-1%&-4%&-2%,22%&21%,-1%&0%,-3%&-6%,6%&-4%
CCOC(=O)C1=C(C)NC2=C(C(=O)CCC2)C1c1cc(OC)ccc1OC (stereo not given),17%,-15%[57.4 µM],7%[57.1 µM],-4%,26%,10%,0%,-5%,-7%
Cc1cc(-n2c(C)nc3ccccc3c2=O)ccc1NC(=O)c1ccc([N+](=O)[O-])cc1,18%,-14%,15%[57.1 µM],-12%,-5%,21%,-12%,1%,-4%
O=C1C(Cl)=C(N2CCCCC2)C(=O)C(Cl)=C1c1cnc(N2CCCCC2)s1,?,/,1.8µM*,8.9µM*,7%,?,?,-3%,0%
Cc1onc(-c2c(F)cccc2Cl)c1C(=O)NC(C)c1ccccc1 (stereo not given),-5%,0%,5%[57.1 µM],4%,5%,13%,0%,1%,2%
N#Cc1c(NC(=O)CSc2ncccn2)oc(-c2ccccc2)c1-c1ccccc1,-30%,?,-12%,-27%,-2%,23%,28%,i,-2%
O=c1cc(-c2ccccc2)c2cc(Cl)ccc2[nH]1,-17%,9%,15%,-7%,-14%,35%,0%,i,-2%
CCC(C(=O)NCc1ccc(C)o1)n1nc(C)c2c(C)n(-c3ccccc3)nc2c1=O (stereo not given),12%[11.4 µM],28%,?,-16%,6%,14%,1%,-9%,2%
COc1ccc(CNC(=O)c2c([S-])n(-c3ccc(C)cc3)c3cccc[n+]23)cc1,35%[activator],?,25%[57.1 µM],3.2µM*,-11%,12%,11%,-7%,-4%
COc1ccc(C(=O)Nc2ccc3nc4n(c(=O)c3c2)CCCCC4)cc1OC,1%,-12%&8%,3%,-7%,-7%&0%,33%,-2%,1%,3%

# As entered above:
# JMJD2A Tudor, CCC(C(=O)NCc1ccc(C)o1)n1nc(C)c2c(C)n(-c3ccccc3)nc2c1=O (stereo not given) → -16%
# GLS inhibitor, O=C1C(Cl)=C(N2CCCCC2)C(=O)C(Cl)=C1c1cnc(N2CCCCC2)s1 → 7%

# Next part
SMILES,RGS4 inhibitor,ALOX12 inh,TrxR1 inh,JMJD2A Tudor,GLS inhibitor,HP1b binding inh,Pin1 inh,PGK inhibitor,ERG-DNA inh
CCc1ccc(CNC(=O)C2CCN(C(=O)N3CC(CC)Oc4ccc(C)cc43)CC2)cc1 (stereo not given),0%,?,21%,-18%,?,22%,1%,i,3%
Cc1ccc(C(=O)OCC(=O)NCCNC(=O)COC(=O)c2ccc(C)o2)o1,-14%,?,-5%,-4%,4%,18%,-1%,2%,-6%
CC(C)(C)C(=O)CN1C(=O)NC2(CCc3ccccc32)C1=O (stereo not given),21%,7%,6%,8%,-7%,32%,-10%,-2%,-11%
CCN(CC)C(=O)CN(c1ccc(F)c(Cl)c1)S(C)(=O)=O,24%,7%,13%[57.1 µM],1%,11%,18%,4%,-14%,-4%
COc1cc(OC)c(NC(=O)Nc2ccc3c(c2)N(C)C(=O)c2ccccc2S3)cc1Cl,23%,-14%,-10%,-32%,-8%,12%,1%,-1%,0%
CCCNC(=O)C/C(C)=N/NC(=O)C(=O)Nc1ccccn1,-15%,42%[activator],63µM*,-4%,-1%,73%[activator],1%,-1%,4%

# Entries of single compounds from above. Order of values: RGS4 inhibitor	ALOX12 inh	TrxR1 inh	JMJD2A Tudor	GLS inhibitor	HP1b binding inh	Pin1 inh	PGK inhibitor	ERG-DNA inh
# Cc1onc(-c2c(F)cccc2Cl)c1C(=O)NC(C)c1ccccc1 (stereo not given) is listed as -5%	0%	5%[57.1 µM]	4%	5%	13%	0%	1%	2%
# Cc1ccc(C(C(=O)NC2CCCC2)N2CCc3ccccc32)cc1 (stereo not given) is listed as 2%	?	27%	-8%	-1%	42%[activator]	-9%	-2%	-1%

# These rows are one share of the data. The share of hits here may be higher or lower than overall.
